# FBW7 activator: human FBW7 E3 ligase activation, primary screen; actives 0.13% (n = 650,000); AlphaScreen FBW7–phospho-cyclin E peptide binding, activator screen; AID 1259310; normalized activity (activation), % at 26.1 µM; Q969H0; in the data active = normalized activity above about 1.9%;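 note: purified mutant Fbw7 with reduced substrate affinity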
# TEAD-YAP block: TEAD-YAP interaction inhibition; actives 1.4% (n = 640,000); HEK-TIYL cells, TEAD-Gal4/YAP UAS-luciferase luminescence; inhibition, % at 9.12 µM; in the data active = inhibition above about 32%;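 note: 0% = median of test compound wells and 100% = reference inhibitor wells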
# MITF inh: human MITF inhibition, primary screen. O75030. AlphaScreen MITF homodimerization, bead proximity signal. inhibition, % at 2.6 µM. actives 0.91% (n = 650,000). AID 1259374; in the data active = inhibition above about 50%;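 note: 0% = vehicle wells with protein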
# Target sequence (O75030 whole entry, looked up): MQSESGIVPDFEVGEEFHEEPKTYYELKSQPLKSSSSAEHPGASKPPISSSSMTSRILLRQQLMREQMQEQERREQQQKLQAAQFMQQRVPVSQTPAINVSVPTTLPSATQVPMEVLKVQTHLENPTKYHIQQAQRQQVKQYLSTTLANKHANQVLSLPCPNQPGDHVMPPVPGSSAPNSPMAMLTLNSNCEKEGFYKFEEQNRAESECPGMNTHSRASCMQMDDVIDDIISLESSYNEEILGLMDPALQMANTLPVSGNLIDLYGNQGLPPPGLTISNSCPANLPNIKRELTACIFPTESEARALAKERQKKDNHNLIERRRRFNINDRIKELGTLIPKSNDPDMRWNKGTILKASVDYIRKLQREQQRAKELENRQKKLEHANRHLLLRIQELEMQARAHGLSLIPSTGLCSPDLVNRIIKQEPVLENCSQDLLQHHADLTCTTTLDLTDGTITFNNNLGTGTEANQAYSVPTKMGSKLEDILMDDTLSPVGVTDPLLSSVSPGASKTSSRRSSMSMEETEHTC
# GPR151 ag: human GPR151 activation; PathHunter beta-arrestin GPR151 cells, luminescence; Q8TDV0; AID 1508602; actives 1% (n = 650,000); activation, % at 11.2 µM; in the data active = activation above about 4.9%;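 note: 0% = median of compound wells and 100% = cells with positive control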
# Target sequence (Q8TDV0 whole entry, looked up): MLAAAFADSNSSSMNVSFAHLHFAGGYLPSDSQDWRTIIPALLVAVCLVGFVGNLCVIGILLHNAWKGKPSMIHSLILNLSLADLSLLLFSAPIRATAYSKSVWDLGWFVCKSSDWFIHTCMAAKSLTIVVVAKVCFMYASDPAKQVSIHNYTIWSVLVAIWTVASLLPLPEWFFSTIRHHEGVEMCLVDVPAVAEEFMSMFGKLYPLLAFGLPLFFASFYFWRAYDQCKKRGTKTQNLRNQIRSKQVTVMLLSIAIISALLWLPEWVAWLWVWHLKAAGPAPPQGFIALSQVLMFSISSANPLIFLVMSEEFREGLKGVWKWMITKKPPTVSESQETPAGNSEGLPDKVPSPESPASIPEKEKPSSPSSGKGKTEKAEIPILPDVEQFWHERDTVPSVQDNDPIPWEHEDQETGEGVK
# Starred values were filed as active, the others as inactive; & = joins results of further samples.
SMILES,FBW7 activator,TEAD-YAP block,MITF inh,GPR151 ag
CC(=O)c1c(C)nc2ccccc2c1-c1ccccc1,0.2,4,6,1.9
CCCn1c(=O)c2c(nc3n(Cc4ccccc4)c(C)cn23)n(C)c1=O,0.1,1,7,2.6
O=C(COc1ccc(-c2ccccc2)cc1)N1CCCCCC1,0.3,-44,20,-1.4
O=C(NCc1cccnc1)c1csc(NC2CCN(Cc3ccccc3)CC2)n1,0.0,8,4,-0.7
O=C(Nc1ccc(Cl)cc1)C1C2C=CC3(O2)C1C(=O)N(C1CCCCC1)C3C(=O)NC1CCCCC1 (configuration not stated),0.3,-3,7,1.0
CC1(C)C(=O)Nc2ccccc2N1C(=O)COc1ncnc2c(Cl)cc(Cl)cc12,0.0,18,1,1.4
CCOC(=O)c1cc2c(=O)n3ccccc3nc2n(Cc2ccco2)c1=NC(=O)COc1ccc(Cl)cc1,0.0,6,19,-0.7
Cc1nnc(SCC(=O)c2ccc(F)cc2)o1,0.0,5,-12,1.0
Cc1ccc(NC(=O)/C(C#N)=N/Nc2ccc(S(=O)(=O)Nc3ncccn3)cc2)cc1C,0.0,-14,12,-1.1
CCc1nc2ccccc2c2nn(CC(=O)N3CCCCC3C)c(=O)n12 (configuration not stated),0.1,15,-3,0.5
COc1cccc(C(=O)COC(=O)CN2C(=O)c3cccc([N+](=O)[O-])c3C2=O)c1,0.1,-2,-6,0.2
CC1CC(C)CN(C(=O)Cn2c(SCC(=O)N3CCOCC3)nc3ccccc32)C1 (configuration not stated),0.7,7,-15,-0.3
Cc1cnc(NCc2ccc3c(c2)OCO3)nc1NCCOc1ccccc1,-0.1,7,-6,-0.7
Cc1cc(-c2ccc(C)o2)c(C#N)c(SCC(=O)c2ccc(Br)cc2)n1,0.3,11,11,0.0
CCOc1ccc(/C(O)=C2/C(=O)C(=O)N(CCN3CCOCC3)C2c2ccc(Cl)cc2)cc1C (configuration not stated),0.2,4,18,0.8
CCOc1ccc(-c2[nH]ncc2C=O)cc1Cl,-0.3,-14,3,-0.7
CCN1C(=O)C2(C(C#N)=C(N)Oc3cc(C)oc(=O)c32)c2ccccc21 (configuration not stated),0.0,-7,5,0.8
CCn1c(CC(=O)Nc2ccccc2)n[nH]c1=S,0.1,-5,-8,-0.3
CCc1nn(CC(=O)N2C(C)CCCC2C)c(=O)c2cc3oc(C)cc3n12 (configuration not stated),-0.1,13,4,1.8
O=[N+]([O-])c1ccc(N2CCN(S(=O)(=O)c3ccccc3)CC2)cc1SCc1ccco1,-0.1,-9,-3,-0.4
CNCCC(Oc1ccc(C(F)(F)F)cc1)c1ccccc1 (configuration not stated),0.3&0.2&0.0&0.1,-6,-2&9&-21&-5,0.9&-1.9&0.1&-0.7&0.8
Cc1nc(CSc2ccc(-c3ccco3)nn2)cs1,-0.3,4,6,-2.5
COc1ccccc1C(Nc1cc(C)ccn1)c1ccc2cccnc2c1O (configuration not stated),-0.3,84*,24,-0.5
CCCCN(C)CCOc1ccccc1OCC,0.0,-3,30,-0.7
O=C(CCCN1C(=O)c2ccccc2C1=O)Nc1ccc(Br)cc1F,1.0,4,22,-1.2
O=C(Nc1ccc(F)cc1)N1CCCCCCC1,0.0,-7,-6,-0.5
CNC(=O)CSc1nnc(-c2cccnc2)n1CCc1ccccc1,-0.1,-3,-8,0.1
O=C(CN1C(=O)c2ccccc2C1=O)OCCCN=C1NS(=O)(=O)c2ccccc21,0.0,10,-8,0.0
CN1CCN(Cc2cccc(NC(=O)c3cccc(-n4cc(NC(=O)Cc5ccccc5)cn4)c3)c2)CC1,-0.1,-9,3,2.7
O=C(Nc1ccc2[nH]ncc2c1)[C@H](O)COc1ccc(Br)cc1,0.5,-7,-1,-1.5
O=C1c2ccccc2C(=O)N1c1ccc(OC(F)(F)F)cc1,0.0,12,4,-1.2
COc1ccc(OC)c(/C=C2/N=C(c3ccc(OC)c(OC)c3)OC2=O)c1,0.1,3,-12,-0.2
COC(=O)c1cccc(-n2c(C)cc(C=O)c2C)c1C,-0.1,2,7,0.1
COCCOC(=O)C1=C(N)OC2=C(C(=O)CCC2)C1c1ccc(F)c(F)c1 (configuration not stated),-0.2,4,3,-0.7
CSc1ccc(NC(=O)N2CCC(n3c(=O)[nH]c4ccccc43)CC2)cc1,0.0,10,1,-0.1
CC(C)(C)NC(=O)CN(C(=O)C(=O)Nc1ccc2c(c1)OCCO2)N1CCOCC1,0.0,4,-9,0.8

# Single values from above.
# In MITF inh, O=C(Nc1ccc(F)cc1)N1CCCCCCC1 has -6
# In MITF inh, O=C(Nc1ccc2[nH]ncc2c1)[C@H](O)COc1ccc(Br)cc1 has -1

# Additional results
SMILES,FBW7 activator,TEAD-YAP block,MITF inh,GPR151 ag
Cc1[nH]n(-c2ccc(Cl)cc2)c(=O)c1C=Nc1ccc(S(=O)(=O)N2CCCCC2)cc1,0.0,4,14,1.7
O=C(c1cc([N+](=O)[O-])ccc1N1CCCCC1)N1CCN(c2ccccc2)CC1,0.0,48*,-1,1.3
O=C(Nc1nnc(-c2ccccn2)o1)c1cccc(Br)c1,0.0,2,2,-4.8
Cc1cccc(Cc2nnc(CCC(=O)NC3CCCCCC3)o2)c1,-0.1,-37,3,2.1
CCOc1ccc(/C=N\N=C2/NC(=O)CS2)cc1,0.1,-8,8,0.0
O=C(Cc1ccc([N+](=O)[O-])cc1)N1N=C(c2ccncc2)CC1(O)C(F)(F)F (configuration not stated),0.0,2,12,0.1
CC1=NC2(CCN(C(=O)c3ccncc3)CC2)N=C1c1ccc(Cl)cc1,-0.1,6,-4,-1.0
Cc1cc(NCCOc2ccccc2)nc(N2CCC(N3CCOCC3)CC2)n1,0.3,10,4,-0.5
O=C(CSc1ncccn1)Nc1ccc(Br)cc1C(F)(F)F,-0.1,-13,-7,1.3
CC(C)NC(=O)/C(C#N)=C\c1ccc(N(C)C)o1,-0.4,-33,10,-0.1
Cc1ccc(OCc2nc(C#N)c(NCCCN3CCOCC3)o2)cc1,-0.2,-8,-8,0.5
Cc1cc(C)c(NC(=S)N(Cc2cccs2)C2CCCC2)c(C)c1,0.0,4,-3,-0.9
CCCCCCOc1ccc(-c2ccc(-c3noc(-c4ccc(CCCC)cc4)n3)cc2)cc1,0.5,-10,8,-0.8
O=C(CCS(=O)(=O)c1cccs1)N1CCCC1,-0.1,-50,-7,1.0
Cc1nnc(SCC(=O)Nc2cccc(Cl)c2)n1-n1cccc1,-0.2,-10,-5,1.1
O=C(Nc1ccc2c(c1)OCCO2)c1cn(-c2ccc(Cl)cc2)c(=O)c2ccccc12,-0.2,3,3,0.3
O=C1NN(c2cccc(F)c2)C(=O)/C1=C\c1cccc(OC(=O)c2cccs2)c1,0.9,0,16,3.1
Cc1ccc(-c2n[nH]c3c2C(c2cccc([N+](=O)[O-])c2)NC3=O)cc1 (configuration not stated),0.1,11,-3,-0.5
CCOc1ccccc1N(CC(=O)N1CCC(Cc2ccccc2)CC1)S(=O)(=O)c1ccccc1,-0.1,3,15,-0.4
CCC(=O)N1CCc2cc(-c3nc(-c4cccnc4)sc3C)ccc21,0.0,-1,9,-0.8
O=S(=O)(NCCN1CCOCC1)c1ccc(C2CCCCC2)cc1,-0.5,10,3,-0.1
CC(=O)C(C)Oc1ccc2c3c(c(=O)oc2c1)CCCC3 (configuration not stated),-0.1,-57,-9,-1.3
COc1cc(OC)cc(-n2nc(C(=O)N(C)c3ccc(C(C)C)cc3)c3ccccc3c2=O)c1,-0.1,5,6,-0.5
Cc1c(C(=O)O)sc2nc(/C=C/c3cccc(O)c3)[nH]c(=O)c12,-0.1,4,4,-5.0
CC(=O)c1ccc(N2CCN(C(C)=O)CC2)c(F)c1,-0.1,0,1,0.4
COc1ccccc1NC(=O)c1c(NCc2cccc(F)c2)sc2c1CCC2,0.1,4,7,1.0
COc1ccc(-c2nc3cc(NC(=O)/C=C/c4ccco4)ccc3o2)cc1,0.0,-47,4,-0.4
CC1(C)CC(=O)C=C(Nc2cccc(F)c2)C1,0.0&0.2,4&-4,-6&-6,0.2&-0.3
CCN(CC)C(=O)c1ccc2c(=O)n(-c3ccc(OC)cc3OC)c(=S)[nH]c2c1,-0.2,-5,-3,-0.5
Cc1c(NC(=S)Nc2ccc(-c3n[nH]c(=S)o3)cc2)c(=O)n(-c2ccccc2)n1C,0.6,5,14,-0.1
COc1ccc(/C=C/C(=O)NCc2ccc(Cl)cc2)c(OC)c1OC,-0.1,6,-7,2.2
COC(=O)Oc1ccc(/C=C2/C(=O)N(c3ccccc3)N=C2C)cc1OC,-0.8,8,15,-1.0
N#Cc1c(Nc2ccccc2)c(/C=N/N=C/c2cccnc2)c[nH]c1=O,-0.3,5,9,1.1
Cc1nnc(N2C(=O)C(=O)/C(=C(/O)c3ccc(F)cc3)C2c2ccc(Br)cc2)s1 (configuration not stated),0.8,-9,17,-1.2
COc1ccc(C2=NN(C(=O)CSc3nnc(CNC(=O)c4cccc(OC)c4)n3C)C(c3ccc(OC)cc3)C2)cc1 (configuration not stated),0.0,11,10,0.1
CC(=O)c1ccccc1OCc1ccc(F)cc1,0.1,-7,-16,2.3

# 19 of the compounds above, with bars between the fields:
smiles | FBW7 activator | TEAD-YAP block | MITF inh | GPR151 ag
CCc1nc2ccccc2c2nn(CC(=O)N3CCCCC3C)c(=O)n12 (configuration not stated) | 0.1 | 15 | -3 | 0.5
COc1cccc(C(=O)COC(=O)CN2C(=O)c3cccc([N+](=O)[O-])c3C2=O)c1 | 0.1 | -2 | -6 | 0.2
CC1CC(C)CN(C(=O)Cn2c(SCC(=O)N3CCOCC3)nc3ccccc32)C1 (configuration not stated) | 0.7 | 7 | -15 | -0.3
Cc1cnc(NCc2ccc3c(c2)OCO3)nc1NCCOc1ccccc1 | -0.1 | 7 | -6 | -0.7
Cc1cc(-c2ccc(C)o2)c(C#N)c(SCC(=O)c2ccc(Br)cc2)n1 | 0.3 | 11 | 11 | 0.0
CCOc1ccc(/C(O)=C2/C(=O)C(=O)N(CCN3CCOCC3)C2c2ccc(Cl)cc2)cc1C (configuration not stated) | 0.2 | 4 | 18 | 0.8
CCOc1ccc(-c2[nH]ncc2C=O)cc1Cl | -0.3 | -14 | 3 | -0.7
CCN1C(=O)C2(C(C#N)=C(N)Oc3cc(C)oc(=O)c32)c2ccccc21 (configuration not stated) | 0.0 | -7 | 5 | 0.8
CCn1c(CC(=O)Nc2ccccc2)n[nH]c1=S | 0.1 | -5 | -8 | -0.3
CCc1nn(CC(=O)N2C(C)CCCC2C)c(=O)c2cc3oc(C)cc3n12 (configuration not stated) | -0.1 | 13 | 4 | 1.8
O=[N+]([O-])c1ccc(N2CCN(S(=O)(=O)c3ccccc3)CC2)cc1SCc1ccco1 | -0.1 | -9 | -3 | -0.4
CNCCC(Oc1ccc(C(F)(F)F)cc1)c1ccccc1 (configuration not stated) | 0.3&0.2&0.0&0.1 | -6 | -2&9&-21&-5 | 0.9&-1.9&0.1&-0.7&0.8
Cc1nc(CSc2ccc(-c3ccco3)nn2)cs1 | -0.3 | 4 | 6 | -2.5
COc1ccccc1C(Nc1cc(C)ccn1)c1ccc2cccnc2c1O (configuration not stated) | -0.3 | 84* | 24 | -0.5
CCCCN(C)CCOc1ccccc1OCC | 0.0 | -3 | 30 | -0.7
O=C(CCCN1C(=O)c2ccccc2C1=O)Nc1ccc(Br)cc1F | 1.0 | 4 | 22 | -1.2
O=C(Nc1ccc(F)cc1)N1CCCCCCC1 | 0.0 | -7 | -6 | -0.5
CNC(=O)CSc1nnc(-c2cccnc2)n1CCc1ccccc1 | -0.1 | -3 | -8 | 0.1
O=C(CN1C(=O)c2ccccc2C1=O)OCCCN=C1NS(=O)(=O)c2ccccc21 | 0.0 | 10 | -8 | 0.0

# Continuation:
SMILES,FBW7 activator,TEAD-YAP block,MITF inh,GPR151 ag
CCc1ccc(-n2c(=S)sc3c(=O)[nH]c(=S)[nH]c32)cc1,-0.1,6,2,-0.3
CC(C)(/C=N/Nc1nc2ccccc2s1)CO,-0.3,-50,-6,-1.0
Cc1ccc(CNC(=O)c2cc3c(=O)n4ccccc4nc3s2)cc1,-0.1,-1,-9,0.8
Cc1ccc(C)n1-c1nnc(N2CCC(C(=O)NCCc3cccs3)CC2)s1,0.0,-9,-6,1.2
